Source: PubChem (several laboratories)
Fh CTSL1 inh: cathepsin L1 inhibition, PFM18AAP counter-screen | inhibition, % at 5.96 µM | 300,000 tested, 0.49% active | recombinant F. hepatica cathepsin L1, Z-Leu-Arg-MCA fluorescence | AID 1906;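 active means inhibition above the mean of all tested compounds plus 3 SD, set per screening campaign, cut at about 17% in these data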;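 further: 0% = plate median of test compound wells and 100% = 1 µM Z-Phe-Ala-diazomethylketone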
Efflux pump inh: inhibitors of Candida antifungal efflux pumps expressed in yeast; inhibition, % at 10 µM; S. cerevisiae Candida pump triplex, Nile Red efflux; AID 485275; 330,000 tested, 0.44% active;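 active means plate passing quality check with inhibition over a set limit, or well fluorescence over plate mean plus 4 SD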;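 further: Nile Red retained in pooled yeast measured as flow cytometry median fluorescence; 0% = buffer negative control and 100% = Enniatin B positive control; higher means more Nile Red kept so more efflux inhibition; some compounds called inactive have numbers as strong as hits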
PP1 counter: blocks human PP1-alpha phosphatase, a PP5 counter-screen; P62136; purified PP1alpha, OMFP fluorescence; inhibition, % at 6.7 µM; 320,000 tested, 0.9% active;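 active means inhibition above the mean inhibition of all tested compounds plus 3 SD, computed separately for each screening campaign, cut at about 15% in these data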
Target sequence (P62136 whole entry, looked up): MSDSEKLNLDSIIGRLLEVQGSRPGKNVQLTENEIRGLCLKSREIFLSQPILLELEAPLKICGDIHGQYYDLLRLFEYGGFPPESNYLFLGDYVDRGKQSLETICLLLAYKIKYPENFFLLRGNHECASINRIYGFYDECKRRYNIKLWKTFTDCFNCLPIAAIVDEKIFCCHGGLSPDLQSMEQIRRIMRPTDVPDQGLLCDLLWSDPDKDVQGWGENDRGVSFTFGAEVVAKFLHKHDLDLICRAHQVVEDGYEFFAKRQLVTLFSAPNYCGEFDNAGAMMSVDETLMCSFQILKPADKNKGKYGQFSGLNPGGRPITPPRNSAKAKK
PREPL inhibitor: inhibitors of human prolyl oligopeptidase-like enzyme PREPL. Q4J6C6. recombinant PREPL, fluorescence polarization activity-based probe. inhibition, % at 5.96 µM. 320,000 tested, 0.68% active. AID 2751; in the data active means inhibition above about 43%;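 further: 0% = enzyme with DMSO and 100% = wells lacking enzyme; many of its hits are not listed in these tables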
Target sequence (Q4J6C6 whole entry, looked up): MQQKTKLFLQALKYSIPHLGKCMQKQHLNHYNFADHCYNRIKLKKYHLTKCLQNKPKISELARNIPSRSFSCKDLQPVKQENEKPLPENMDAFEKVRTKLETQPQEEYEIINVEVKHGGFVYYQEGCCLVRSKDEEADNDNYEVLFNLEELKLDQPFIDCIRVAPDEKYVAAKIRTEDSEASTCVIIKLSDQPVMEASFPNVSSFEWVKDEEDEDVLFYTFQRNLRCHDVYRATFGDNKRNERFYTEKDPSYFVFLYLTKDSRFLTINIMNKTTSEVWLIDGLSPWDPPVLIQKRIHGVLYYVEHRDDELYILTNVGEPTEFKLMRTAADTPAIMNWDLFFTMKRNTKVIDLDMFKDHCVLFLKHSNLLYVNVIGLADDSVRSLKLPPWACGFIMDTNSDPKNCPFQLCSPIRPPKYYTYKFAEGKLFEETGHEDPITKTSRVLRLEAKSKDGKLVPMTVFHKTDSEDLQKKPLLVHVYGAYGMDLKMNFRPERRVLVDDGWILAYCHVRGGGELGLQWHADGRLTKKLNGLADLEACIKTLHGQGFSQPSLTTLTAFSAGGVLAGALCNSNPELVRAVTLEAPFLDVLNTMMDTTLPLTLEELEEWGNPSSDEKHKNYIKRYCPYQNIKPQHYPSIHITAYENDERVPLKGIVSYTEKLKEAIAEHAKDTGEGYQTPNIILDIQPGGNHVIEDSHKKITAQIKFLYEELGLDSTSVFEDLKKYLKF
TPT1 inhibitor: C. albicans TPT1 enzyme inhibition; recombinant caTPT1, FP RNA substrate dephosphorylation; inhibition, % at 5 µM; 300,000 tested, 0.81% active; AID 1962;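 active means inhibition above the mean of all tested compounds plus 3 SD, set per screening campaign, cut at about 24% in these data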;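 further: plate controls were DMSO alone for no effect and ferristatin control at 100 nM for full effect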
HCV core dimer: blocks dimerization of HCV core protein; TR-FRET GST/Flag-core106 dimerization, 1536-well; 300,000 tested, 0.33% active; AID 1899; inhibition, % at 5 µM;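 active means inhibition above the mean of all tested compounds plus 3 SD, set per screening campaign, cut at about 45% in these data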
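Assay system: tagged HCV core106 pair (GST and Flag); medium: KF-containing HEPES buffer, pH 7.45, DTT, CHAPS, BSA; also added: Eu donor and XL665 acceptor anti-tag antibodies; dosing: 5 µM single dose; timing: compound-protein-antibody incubation 4 h at 22.5 °C; signal: TR-FRET 671 and 617 nm emission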
PP5 primary: inhibitors of human protein phosphatase 5 (PP5); P53041; purified PP5c, OMFP substrate fluorescence; inhibition, % at 6.7 µM; 320,000 tested, 0.18% active; AID 1987;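 active means inhibition above the campaign's mean inhibition across all tested compounds plus 3 SD, cut at about 9.5% in these data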;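 further: 0% = DMSO only and 100% = 100 µM cantharidin control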
EBNA-1 inh: blocks EBNA-1 binding to DNA. EBNA-1 DNA binding, fluorescence polarization. inhibition, % at 14.8 µM. 300,000 tested, 0.34% active. AID 1950; in the data active means inhibition above about 28%
ZTA counter: blocks Epstein-Barr virus ZTA, an EBNA-1 counter-screen. P03206. ZTA-DNA binding, fluorescence polarization. inhibition, % at 11 µM. 320,000 tested, 0.15% active. AID 2234; in the data active means inhibition above about 33%
An asterisk follows results filed as active; nt = not tested or not shown.

SMILES	Fh CTSL1 inh	Efflux pump inh	PP1 counter	PREPL inhibitor	TPT1 inhibitor	HCV core dimer	PP5 primary	EBNA-1 inh	ZTA counter
CC(c1ccccc1)c1nnc(NC(=O)Nc2ccccc2)s1 (stereo not given)	-3	-0.1	9	-19	1	-5	6.2	-1	-8
Cn1c(O)c(N=NC(=O)CNC(=O)c2cccnc2)c2ccccc21	4	-0.1	-2	10	-2	-5	2.2	-7	-9
COc1ccc(C(=O)Nc2ccc(N3CCN(C(=O)c4ccccc4C)CC3)cc2)cc1	-4	1.0	-3	14	0	8	3.9	0	2
CCC(=O)NN1CCN(c2ccncc2S(=O)(=O)N2CCCCC2)CC1	-2	-0.1	-2	-3	0	5	-0.8	-1	3
Cc1ccc(S(=O)(=O)NC(=O)NCC2CCN(S(=O)(=O)c3ccccc3)CC2)cc1	-3	0.5	-9	13	-3	9	-4.2	-8	-11
C[C@@H](C(=O)Nc1ccc2ccccc2c1)[C@@H]1C[C@@]1(C)[C@@H](NC(=O)c1ccccc1)c1ccccc1	-5	0.1	8	15	-3	22	4.2	7	-19
NC(=O)COC(=O)c1ccccc1OCc1ccc(Cl)cc1	-3	0.1	-3	6	-4	2	-0.1	2	19
CCCN(CCC)CCCNC(=O)c1cc2c(=O)n(CC)c3ccccc3c2s1	1	0.1	-3	-47	3	-1	1.2	9	-11
COC(=O)c1sccc1NC(=O)c1c(-c2ccccc2)noc1C	1	0.3	0	1	1	6	1.4	4	-5
Cc1ccc(S(=O)(=O)Nc2cc(C)nn2-c2ccccc2)cc1	-4	0.0	-2	-3	2	4	-0.5	4	14
Cc1ccc(Cl)cc1N1CCN(C(=O)C(=O)N2CCCCC2)CC1	-3	0.1	-3	3	-2	-2	3.4	9	9
COC(=O)c1ccc(COc2ccccc2/C=N/NS(=O)(=O)c2ccc(C)cc2)cc1	-2	0.0	2	-3	-2	14	2.1	67*	4
c1csc(-c2nc(N3CCCCC3)no2)c1	2	0.1	0	17	0	-7	0.3	8	3
COc1ccc(CCNC(=O)C2CC(=O)N(c3ccc(Br)cc3)C2)cc1OC (stereo not given)	1	0.0	-2	5	1	-4	1.6	-11	4
Cc1nc(-c2ccc(NC(=O)c3ccc(Br)o3)cc2)cs1	4	0.2	2	-6	-4	-7	4.6	1	9
N/C(=N\OC(=O)c1cccc2ccccc12)c1ccccn1	1	0.3	-3	11	2	-2	4.2	-5	-9
COc1ccc(CC(=O)N2CCC(n3nccc3NC(=O)C3CCOC3)CC2)cc1 (stereo not given)	0	0.0	1	10	-1	3	1.5	9	10
COc1ccc(-n2c(=S)[nH]c3c(oc4ccccc43)c2=O)cc1	0	0.2	-1	16	3	5	3.9	-6	-7
Cn1c(SCC(=O)NCCNC(=O)CSc2nnc(C(F)(F)F)n2C)nnc1C(F)(F)F	-4	-0.1	0	-4	-3	-3	0.3	17	1
Cc1c(NC(=S)NC(NC(=O)CC(C)C)C(Cl)(Cl)Cl)c(=O)n(-c2ccccc2)n1C (stereo not given)	0	-0.1	0	3	0	-3	-0.5	13	4
O=C(NC(=O)N1CCN(c2ccc(F)cc2)CC1)c1ccccc1	6	0.0	-4	3	-2	0	2.4	3	-1
CCOC(=O)C1CCCN(S(=O)(=O)Cc2ccccc2Cl)C1 (stereo not given)	1	0.1	-8	-1	3	-8	4.0	-5	3
CS(=O)(=O)N(CC(=O)NCc1ccncc1)c1ccc(F)c(Cl)c1	2	-0.1	0	14	-1	-4	-0.3	7	-5
O=C(NC1CCCCC1)c1cc(-c2ccccc2Cl)on1	2	-0.3	4	15	-2	-15	2.5	-4	-14
COc1ccc(NC(=O)C2CCCN2S(=O)(=O)c2cccc3cccnc23)c(OC)c1 (stereo not given)	-2	0.1	-1	0	1	1	-1.8	5	15
(more compounds)
SMILES	Fh CTSL1 inh	Efflux pump inh	PP1 counter	PREPL inhibitor	TPT1 inhibitor	HCV core dimer	PP5 primary	EBNA-1 inh	ZTA counter
CN(C)S(=O)(=O)Oc1ccccc1C(=O)Nc1ccccc1Cl	-2	0.0	-3	-1	0	-2	-0.7	9	20
O=C1/C(=C/c2ccsc2)N2CCC1CC2	1	0.1	-1	0	-1	-8	0.9	-3	14
C/C(=N\NC(=O)CSc1nc(C)cc(C)n1)c1ccc([N+](=O)[O-])cc1	0	-0.1	-4	-3	1	5	-0.1	1	-9
CCCCNc1ccc2nsnc2c1[N+](=O)[O-]	-2	0.2	1	17	-4	0	1.6	-11	23
O=C(COc1ccc2ccc(=O)oc2c1)Nc1nccs1	1	0.3	-3	20	-4	-6	-0.1	0	-14
Cc1nc2c(=O)n(-c3ccc(F)c(Cl)c3)nc(C)c2s1	-3	-0.1	0	5	-1	-1	2.3	5	-3
Cc1[nH]c2ccc(-c3nnc(SCC(=O)N4CCCc5ccccc54)o3)cc2c1C	4	0.1	-5	12	3	-3	3.9	4	-21
CNc1ccc(S(=O)(=O)NC)cc1[N+](=O)[O-]	-1	0.1	-4	4	2	-5	0.4	-14	-5
COc1cccc(NC(=O)C(C)OC(=O)CCCNC(=O)c2ccc(Cl)cc2)c1 (stereo not given)	-1	1.0	-4	-3	1	-4	1.0	-2	2
Cc1ccnc(NC(=O)CNC(=O)c2ccc3c(c2)OCO3)c1	-3	4.9	-8	9	-1	4	-4.0	-4	7
O=C(C[n+]1cccc(CO)c1)Nc1nc2ccccc2s1	-4	0.0	-9	1	0	1	-2.7	-7	8
C[C@@H]1CC=C[C@H]2[C@H]1C(=O)N(Cc1ccccc1)[C@H]2c1ccc(-c2cc3ccccc3s2)cc1F	-1	0.1	10	6	-4	-100	0.8	12	-15
Cc1cccc(C(=O)NCc2nnc(SCC(=O)Nc3nncs3)n2C)c1	-1	0.2	0	16	-5	3	3.9	-7	-2
COc1ccc(NC(C)c2cc(Cl)ccc2O)cc1 (stereo not given)	-2	0.0	-3	0	-3	-6	-0.8	0	4
COc1cc(C(=O)NCC(=O)N/N=C/c2ccco2)cc(OC)c1OC	-1	-0.1	2	4	-3	-4	2.1	-6	-9
O=C(Cn1nnc2ccccc21)C1CC1	-1	0.0	-1	-5	1	-6	-1.5	-5	4
CCCn1nc(C(=O)Nc2ccc(N3CCOCC3)cc2)c2ccccc2c1=O	nt	0.2	0	4	nt	nt	1.9	nt	-8
CCc1ccccc1NC(=O)c1cc([N+](=O)[O-])ccc1N1CCOCC1	2	0.2	-17	9	-2	-10	-5.9	-8	8
CCc1ccc(-c2cc(C)no2)cc1S(=O)(=O)N1CCN(c2ccccn2)CC1	-1	-0.3	2	-32	-1	13	4.9	-2	3
COc1ccc(N2CCN(C(=O)CN3C(=O)NC4(CCCCCC4)C3=O)CC2)cc1	nt	0.1	-2	14	nt	nt	1.2	nt	-5
O=C(CS(=O)CC(=O)NC12CC3CC(CC(C3)C1)C2)Nc1ccc(F)cc1 (stereo not given)	-4	0.1	2	-7	0	1	3.8	-13	2
CCOC(=O)N1CCN(C(=S)NCCOC)CC1	-1	0.0	-6	-10	1	3	-2.8	11	-2
CCN(C(=O)COC(=O)/C=C/c1ccccc1[N+](=O)[O-])C1CCS(=O)(=O)C1 (stereo not given)	-17	0.2	-5	3	1	0	4.3	3	7
O=C(Nc1ccccc1C(=O)N1CCOCC1)c1ccc(Cl)cc1	-2	0.1	-2	3	-2	3	-0.9	3	7
O=C1[C@H]2[C@H](ON3CCCC[C@H]23)C(=O)N1c1cccc(C(F)(F)F)c1	6	0.1	-3	2	3	-5	0.2	-3	-8
Further results:
SMILES	Fh CTSL1 inh	Efflux pump inh	PP1 counter	PREPL inhibitor	TPT1 inhibitor	HCV core dimer	PP5 primary	EBNA-1 inh	ZTA counter
CC(=O)N1CCN(C(=S)NCCc2ccccc2)CC1	15	-0.2	-1	-4	-2	-13	-0.9	-11	-20
O=C1N/C(=C\c2ccc(O)cc2)C(O)=C1C=NCc1ccccc1	2	-0.4	0	7	1	-5	-1.3	-3	-1
CCOc1cccc2cc(C(=O)N3CCc4ccccc43)c(=O)oc12	2	0.2	4	16	-3	9	0.8	7	14
CCCOc1ccc(/C(O)=C2\C(=O)C(=O)N(c3ccccn3)C2c2ccccc2F)cc1C (stereo not given)	4	0.5	24*	9	-3	4	0.7	-10	13
CCCCNC(=O)c1onc(CSc2ccc(Cl)cc2)c1C(=O)O	0	-0.2	5	8	1	-14	1.5	2	-18
CCS(=O)(=O)c1ccc2c(c1)N(S(C)(=O)=O)CC(C(=O)NCc1ccccc1OC)O2 (stereo not given)	5	-0.2	-3	1	-3	3	-0.7	4	9
Nc1ccc(-c2sc(N)nc2-c2ccccc2)cc1	0	0.0	1	2	-6	-26	1.7	1	-9
CC(=O)N/C(=C/c1ccc2c(c1)OCO2)C(=O)NC(Cc1ccccc1)C(=O)O (stereo not given)	3	0.0	-7	8	-3	-5	0.2	-2	0
Cn1c(Cc2cccs2)nnc1SC/C=C/c1ccccc1	2	-0.1	0	-13	-3	1	1.3	-8	-2
O=C(COc1ccccc1)NNc1nc2c(F)cccc2s1	1	-0.2	-4	-2	2	3	-0.9	10	-16
CCc1ccc(NC(=O)Cn2cccc2)cc1	-1	0.0	-2	3	0	-3	-2.8	5	8
CN1CCN(NC(=O)CSc2ccc(Cl)cc2Cl)CC1	-2	0.1	-2	8	0	-9	2.7	1	-1
CNc1oc(C)nc1S(=O)(=O)c1ccc(C)cc1	-1	0.1	-4	-13	4	0	2.4	-11	7
c1ccn2c(CNc3ncnc4sccc34)nnc2c1	4	-0.1	-8	18	4	-11	0.1	-15	6
Cc1ccccc1CSc1nnc(-c2ccncc2)o1	-4	0.1	-3	-4	1	6	-1.2	-1	6
CC12CCC(C(=O)N(c3cccc(Cl)c3)C1=O)C2(C)C (stereo not given)	1	10*	-1	5	-1	-3	0.2	5	-8
CCOC(=O)c1c(C)n(C)c2c(C)cc(O)c(OC(C)=O)c12	-20	0.0	3	20	-1	-8	2.4	15	13
COc1cccc(-c2nc(SC)nc3sc(C(=O)NC(C)(C)C)c(N)c23)c1	-2	-0.1	-2	3	-1	-15	1.0	-10	-6
CC(=O)c1ccc(N2CCN(C(=O)C3CCN(S(=O)(=O)c4ccc(F)cc4)CC3)CC2)cc1	nt	-0.3	0	9	nt	nt	-1.9	nt	-12
CCCC1(CCC)NC(=O)N(CC(=O)Nc2cccc(OC)c2)C1=O	-32	0.0	-4	-1	-1	1	-1.0	-2	-3
CCn1nnnc1-c1ccc(OC)c(S(=O)(=O)NCc2ccccc2)c1	-4	-0.1	-5	0	-2	2	2.7	1	-12
O=C(CN(c1ccc(Cl)cc1)S(=O)(=O)c1ccccc1)N1CCN(c2ccccc2)CC1	1	0.1	0	-47	-1	3	4.5	-3	-19
O=C(CSc1nnc2scc(-c3ccccc3)n12)Nc1nsc(-c2ccccc2)n1	-4	0.1	0	-7	2	9	0.4	7	-5
COc1ccc(/C=N/NC(=O)c2ccc3c(c2)NC(=O)C(C)(C)O3)cc1OC	-1	0.5	0	1	1	5	0.7	2	3
Cn1nnnc1SCC(=O)Nc1ccc2c(c1)OCCO2	3	0.1	0	13	-3	-2	0.5	-1	-15
O=C(COC(=O)c1cc(-c2cccs2)nn1-c1ccccc1)Nc1cc([N+](=O)[O-])ccc1Cl	-3	0.1	-3	12	0	17	0.2	-14	-6
CSc1ccc(-c2nnn(Cc3ccccn3)n2)cc1	-2	0.1	0	-9	1	-3	3.4	-5	8

Not all compounds are listed. The share of hits here may be higher or lower than overall.
